# IL-1B inflam inh – inhibitors of inflammasome signaling (IL-1 beta secretion) | activity change, % at 57.5 µM | hit rate 4.7% among 360,000 | THP-1 LPS/ATP IL-1B secretion, AlphaLISA, 16 h; active compounds read low; in the data active = activity change below about -50%; inconclusive = mostly about -30% to -49%; note: % is set by controls: 0 for no effect and ±100 for the full control effect
#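 Secreted IL-1B measured by AlphaLISA bead assay after 16 h compound exposure of THP-1 cells; compounds (final up to 57.5 uM) added 1 h before LPS (250 ng/mL) and ATP (1.25 mM) stimulation; lower signal means less secretion.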
# S2 tox – viability counter-screen for ATXN expression inhibitors; S2 cells (HEK-293 line with an ATXN2-luciferase reporter) viability, CellTiter-Fluor protease fluorescence, 24 h; Potency, µM (top dose mostly 56.7 µM), usual class: cytotoxic; hit rate 0.49% among 400,000; note: potency is the fitted concentration of half-maximal effect; nearly all actives have a fitted effect of over 40% in size
# KB-3-1 tox – KB-3-1 parental cell cytotoxicity; KB-3-1 viability, CellTiter-Glo ATP luminescence, 72 h; Potency, µM (highest dose often 46.1 µM), for the others: top-dose activity change, negative = cytotoxic, hits mostly cytotoxic; hit rate 1.4% among 400,000; note: potency is the fitted concentration of half-maximal effect; % is set by controls: 0 for no effect and ±100 for the full control effect; nearly all actives have a fitted effect of over 60% in size
#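 Viability of parental KB-3-1 cells, measured by CellTiter-Glo luminescence, followed a 72 h incubation at 37 °C with pinned compounds in phenol-red-free DMEM containing 10% FBS.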
# ATXN2 expr inh – inhibitors of ATXN2 expression. Potency, µM (top dose mostly 57 µM), for inactives: at the highest dose activity change, negative = inhibition, actives largely listed as inhibitors. hit rate 0.72% among 360,000. HEK-293 ATXN2-luciferase reporter, luminescence, 24 h; note: potency is the fitted concentration of half-maximal effect; % is set by controls: 0 for no effect and ±100 for the full control effect; nearly all actives have a fitted effect of over 55% in size
#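 qHTS (up to 57 uM final) was run with 24 h compound exposure of reporter cells at 37 °C. Each well was multiplexed: SteadyGlo luminescence measured ATXN2-luciferase expression after a fluorogenic Gly-Phe-AFC viability readout (25 uM final).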
# KB-V1 MDR tox – kills drug-selected multidrug resistant KB-V1 cells; Potency, µM (doses to about 46.1 µM), without a hit: at the highest dose activity change, negative = cytotoxicity, usual class: cytotoxic; hit rate 3.4% among 400,000; KB-V1 MDR cells viability, CellTiter-Glo, 72 h; note: potency is the fitted concentration of half-maximal effect; % is set by controls: 0 for no effect and ±100 for the full control effect; nearly all actives have a fitted effect of over 60% in size
#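 Potencies derive from concentration-effect curves fitted to normalized luminescence (CellTiter-Glo) of KB-V1 cells treated for 72 h at 37 degrees C in phenol-red-free DMEM containing 10% FBS.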
# SW480 rereplic – induces DNA re-replication in SW480 colon adenocarcinoma cells | Potency, µM (titrated, usually from 46.1 µM), for the others: top-dose re-replication activation, actives largely listed as activators | hit rate 1.8% among 340,000 | AID 624297 | SW480 DNA re-replication, Hoechst DNA content imaging, 48 h; note: potency is the fitted concentration of half-maximal effect; % of control where 0% means no effect; nearly all actives have a fitted effect of over 55% in size
#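 Hoechst fluorescence of nuclei (405 nm excitation, 500-530 nm emission) measured by plate-scanning imager after 48 hr compound exposure at 37 C; re-replication scored as increased number of nuclei with elevated intensity.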
# HT1080 IDH1KD tx – kills HT-1080 cells with IDH1 knockdown; hit rate 2% among 360,000; HT-1080 IDH1 knockdown viability, ATP luminescence, 48 h; Potency, µM (titrated, usually from 46.1 µM), for inactives: at the top dose activity, negative = toxicity, actives largely listed as cytotoxic;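 note: potency is the fitted concentration of half-maximal effect; 0% = DMSO wells and -100% = cell-free medium wells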
#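 Cytotoxicity counter-line: IDH1KD HT-1080, 48 h, CellTiter-Glo. Curves classed by r2, magnitude and activity.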
# MCF10A rereplic – DNA re-replication induction in MCF 10a cells; MCF 10A DNA re-replication, Hoechst nuclear intensity, 48 h; Potency, µM (series often up to 46.1 µM), without a hit: top-dose activity, positive = re-replication, most hits filed as activators; AID 624296; hit rate 2.9% among 350,000; note: potency is the fitted concentration of half-maximal effect; % of control where 0% means no effect; nearly all actives have a fitted effect of over 50% in size
# HT1080NT lethal – kills 2HG-producing HT-1080-NT fibrosarcoma cells. HT-1080-NT fibrosarcoma viability, CellTiter-Glo ATP luminescence, 48 h. Potency, µM (top dose mostly 46.1 µM), for inactives: at the highest dose activity, negative = less viability, actives largely listed as cytotoxic. hit rate 1.6% among 360,000;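 note: NT is the 2HG producing partner of a matched IDH1 knockdown line; potency is the fitted concentration of half-maximal effect; 0% = DMSO-treated cells and -100% = media-only wells without cells; nearly all actives have a fitted effect of over 55% in size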
#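 Compounds were tested in concentration-response format on HT-1080-NT cells for 48 hours at 37 degrees C. Cell viability came from CellTiter-Glo luminescence; curves were classified by r2, response magnitude and activity.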
# Numbers without * were called inactive; i = inactive; ? = inconclusive; · = not tested or not shown; [ ] = dose if it differs, or a comment. Unless noted, calls come from the whole dose curve; as a rule, active = well fitted curve in the direction sought with a large enough effect; inconclusive = small, poorly fitted or top-dose-only effect, or another doubt; inactive = no such curve, though single readings can be large; an effect the other way counts as inactive or inconclusive. Rows were taken by chance (roughly 11% active in at least one column).
SMILES | KB-3-1 tox | SW480 rereplic | ATXN2 expr inh | KB-V1 MDR tox | S2 tox | HT1080 IDH1KD tx | HT1080NT lethal | IL-1B inflam inh | MCF10A rereplic
COc1ccc(CNC(=O)C(=O)NCC2OCCCN2S(=O)(=O)c2cccs2)cc1 (stereo not given) | 2% | -4% | 3% | 1% | i | 0% | 0% | 0 | -3%
CC1CCCCN1C(=O)c1ccc2c(c1)N(Cc1ccc(Cl)cc1)C(=O)c1ccccc1S2=O (stereo not given) | ? | · | -20% | -9% | i | · | · | · | ·
Cc1nnc(SCC(=O)Nc2ccc3c(c2)OCCO3)n1CC1CCCO1 (stereo not given) | ? | -3%[9.22 µM] | 3% | 0% | ? | 5% | 1% | 19 | -4%
Nn1c(SCC(=O)Nc2ccc(N3CCOCC3)cc2)nnc1-c1ccccc1F | -5% | -2% | 14% | -14% | i | -3% | -2% | 2 | -1%
O=C(NCCCN1CCCCCC1)C1CC(=O)N(C2CCCC2)C1 (stereo not given) | 2% | 5% | -10% | -3% | i | 6% | 0% | -12 | 6%
CC(C)NS(=O)(=O)c1ccc(OCC(=O)Nc2ccc3c(c2)OCCO3)cc1 | 12% | 4% | 3% | -19% | i | 10% | 0% | 9 | -15%
CC(C)Oc1ccc(N2CC(C(=O)Nc3ccc(N4CCOCC4)cc3)CC2=O)cc1 (stereo not given) | 3% | -4% | -18% | 8% | i | 0% | -8% | 19 | 9%
O=C(OCC(=O)c1ccc[nH]1)c1ccc(F)c(S(=O)(=O)N2CCOCC2)c1 | 0% | -9% | · | -15% | i | -2% | 0% | 5 | -1%
CC1CCC2(CC1)C(Nc1cccc(Cl)c1)=NC(=S)N2CC#N (stereo not given) | -17% | -3% | -8% | -17% | i | -26% | ? | -4 | 18%
CCC(C)NC(=O)CSc1nc2n[nH]c(C)c2c(=N)n1-c1cc(Cl)ccc1C (stereo not given) | -25% | · | -25% | -17% | ? | · | · | · | ·
COC(=O)[C@@]1(Cc2ccccc2)[C@H]2C(=O)N(C)C(=O)[C@H]2[C@H]2CN=C(SCc3ccccc3)N21 | 17% | 9%[9.22 µM] | 2% | -6% | i | 2% | 4% | 4 | -6%
COCc1nnc(NC(=O)c2cc(C(=O)OC)cc([N+](=O)[O-])c2)s1 | 30% | 1% | -2% | -11% | i | 15% | 6% | 14 | -1%
CC1CCN(c2ccc(-c3cccs3)nn2)CC1 | -9% | 17% | · | ? | i | -22% | ? | -4 | 0%
COc1cccc(C2=CC(=O)CCC2)c1OC | 7% | 3% | 11% | 3% | i | 7% | 7% | 5 | -21%
CN1C(=O)c2ccc(NC(=O)c3ccc(Cl)cc3Cl)cc2C1=O | 3% | -7% | · | 26% | · | 0% | 0% | -8 | -3%
O=C(O)CC/C(=N/NC(=O)c1ccc(-c2ccccc2)cc1)c1ccccc1 | -7% | -1% | -9% | 6% | i | -7% | 4% | i | 1%
CC(=O)Nc1ccccc1NC(=O)c1ccccc1-c1ccccc1 | 3% | -3%[9.22 µM] | -8% | -25% | i | 17% | 0% | -1 | -7%
CNC(=O)C12CC3CC(CC(Cl)(C3)C1)C2 | 15% | -5% | 5% | -1% | ? | 4% | 11% | 15 | 1%
COc1cccc(/C=C/C(=O)OCC(=O)N2c3ccccc3NC(=O)C2(C)C)c1 | 18% | -1% | -5% | -15% | ? | -2% | -8% | 21 | 4%
C#Cc1ccc(CN2CCC(C(=O)Nc3ccc(Oc4ccccc4)nc3)CC2)cc1 | ? | 50% | -15% | ? | i | ? | -30% | ? | ?
CN(C)c1ccc(-n2cccc2)cc1 | 11% | -135% | -2% | 18% | i | 12% | 7% | 0 | 5%
CC(NC(=O)C1=CC=CN2CCS(=O)(=O)N=C12)c1ccc(Cl)cc1Cl (stereo not given) | 4% | -2% | -22% | -9% | ? | -1% | -4% | -10 | -1%
Cc1ccccc1C(=O)NNC(=O)CCC(=O)Nc1cccc(Cl)c1C | -4% | 11% | 8% | -3% | i | -4% | -5% | 11 | -1%
COc1cc(OC)cc(-n2c3nc4ccccc4nc3c3c(=O)n(CC4CCCO4)cnc32)c1 (stereo not given) | 0% | -5%[9.22 µM] | -5% | -3% | i | 3% | 9% | -24 | 2%
O=C(/C=C/c1ccc([N+](=O)[O-])cc1)NCc1cccnc1 | 0% | 13% | -4% | -10% | i | -2% | -3% | -2 | 13%
Cc1ccccc1-n1nc(C)c2cc(C(=O)N3CCN(S(=O)(=O)c4ccc(F)cc4)CC3)sc21 | -1% | 2% | -5% | ? | i | -24% | -1% | -10 | -19%
CCOc1ccccc1-n1c(SCC(=O)N2CCCC2)nnc1-c1ccc(O)cc1 | 0% | -4% | -10% | 11% | i | 2% | -10% | 9 | -7%
CC(=O)NC(CC(=O)N(C)Cc1c(F)cccc1Cl)c1ccccc1 (stereo not given) | 0% | -10% | -2% | -2% | i | 20% | -3% | 10 | -8%
COCCNC(=O)C(c1ccc(C)cc1)N(C(=O)CCC(=O)Nc1ccccn1)c1ccc(F)cc1 (stereo not given) | 4% | -4% | -9% | -15% | ? | 0% | 1% | -9 | -1%
O=C(Cn1cnc2ccccc2c1=O)N1CCc2ccccc2C1 | 13% | -2% | 3% | -2% | i | 11% | 5% | 11 | 3%
CCc1ccccc1NC(=O)[C@@H]1CCC(=O)N1C1OC(=O)c2ccccc21 (stereo not given in full) | 0% | -41%[inhibitor] | 8% | 0% | i | 9% | 9% | -10 | 25%
Cc1cc(NC(=O)Nc2ccc3c(ccn3C)c2)sn1 | -1% | 8% | 38%[activator] | -19% | i | 2% | ? | -100* | 2%
CCCCNC(=O)c1cc2c(=O)n3cccc(C)c3nc2n(Cc2ccncc2)c1=N | -9% | -1% | -6% | -27% | · | -12% | 10%[9.24 µM] | -23 | 18%
COc1ccc(/C=N/NC(=O)c2cccnc2)cc1CN1CCCc2ccccc21 | 1% | 20% | -6% | -8% | i | -9% | -8% | 4 | ?
CCN(C(=O)COC(=O)c1n[nH]c2ccccc12)C1CCS(=O)(=O)C1 (stereo not given) | 13% | 1% | 25% | 2% | i | 6% | 13% | 12 | -3%
CCn1c(Cc2ccccc2)nnc1SCC(=O)Nc1cc(C)on1 | 0% | -2% | 1% | 13% | i | 5% | 8% | 11 | -8%
COc1ccc(NC(=O)C2=C(C)NC(=O)NC2c2cccs2)c(OC)c1 (stereo not given) | -2% | -9% | -17%[11.3 µM] | -14% | i | -1% | -4% | 12 | 0%
C=C(C)CN1CCN(S(=O)(=O)c2ccc(C)c(N(C)S(=O)(=O)c3ccc(C)cc3)c2C)CC1 | -16% | 1% | 0% | ? | i | 0% | -3% | -1 | ?
Cc1cc(C)c2oc(C(=O)Nc3c(C(=O)c4ccc(F)cc4)oc4ccccc34)cc(=O)c2c1 | 0% | · | -3% | -7% | i | · | · | · | ·
CC1(C(=O)Nc2cccc(C(F)(F)F)c2)Cc2c(-c3cccc(C(N)=O)c3)ccnc2O1 (stereo not given) | -1% | · | ? | -24% | ? | ? | ? | 24 | ·
Cc1cc(S(=O)(=O)NCc2ccco2)c(C)s1 | -4% | 0%[9.22 µM] | 5% | -4% | i | 3% | -5% | -19 | -22%
Nc1nc(-c2cccnc2)nn1S(=O)(=O)c1ccccc1 | -2% | -1% | -7% | -18% | i | -2% | -3% | 0 | ?
COc1ccc(NC(=O)CN2CCN(c3ccccc3)CC2)cc1 | -8% | ? | 9%[11.3 µM] | 7% | · | -6% | -4% | -2 | -1%
CCC(=O)N1CCc2cc(S(=O)(=O)N3CCc4ccccc4C3)ccc21 | -3% | 2% | 2% | -12% | i | 7% | 14% | 15 | -3%
Cc1ccc(NC(=O)C(C)Sc2nc(-c3ccccc3)cc(=O)[nH]2)cc1 (stereo not given) | 7% | -10% | 15% | 25% | i | 11% | 0% | 14 | 0%
Cc1nnc(C)c2c(C)n(-c3ccc(Cl)c(N)c3)c(C)c12 | 10% | 8% | -12% | 26% | i | -3% | ? | -9 | ?
CCOc1ccccc1OCCCC(=O)N1CCN(S(=O)(=O)c2ccc(Cl)cc2)CC1 | -2% | -14% | -22% | 0% | i | -2% | -1% | -12 | 0%
COc1ccccc1-c1c(-c2ccc(O)cc2O)n[nH]c1C(F)(F)F | -18% | -3% | -22% | 9% | i | -20% | -5% | 36 | -3%

# A draw from above in order of molecular weight, largest number first:
SMILES | KB-3-1 tox | SW480 rereplic | ATXN2 expr inh | KB-V1 MDR tox | S2 tox | HT1080 IDH1KD tx | HT1080NT lethal | IL-1B inflam inh | MCF10A rereplic
CCOc1ccccc1OCCCC(=O)N1CCN(S(=O)(=O)c2ccc(Cl)cc2)CC1 | -2% | -14% | -22% | 0% | i | -2% | -1% | -12 | 0%
CC1(C(=O)Nc2cccc(C(F)(F)F)c2)Cc2c(-c3cccc(C(N)=O)c3)ccnc2O1 (stereo not given) | -1% | · | ? | -24% | ? | ? | ? | 24 | ·
Cc1ccc(NC(=O)C(C)Sc2nc(-c3ccccc3)cc(=O)[nH]2)cc1 (stereo not given) | 7% | -10% | 15% | 25% | i | 11% | 0% | 14 | 0%
COc1ccccc1-c1c(-c2ccc(O)cc2O)n[nH]c1C(F)(F)F | -18% | -3% | -22% | 9% | i | -20% | -5% | 36 | -3%
COc1ccc(NC(=O)CN2CCN(c3ccccc3)CC2)cc1 | -8% | ? | 9%[11.3 µM] | 7% | · | -6% | -4% | -2 | -1%
Nc1nc(-c2cccnc2)nn1S(=O)(=O)c1ccccc1 | -2% | -1% | -7% | -18% | i | -2% | -3% | 0 | ?
